QS inhibitor: inhibitors of bacterial quorum sensing in S. aureus. S. aureus RN6390 RNAIII-GFP reporter, AIP-induced, flow cytometry 3 h. inhibition, % at 2 µM. 24,000 compounds, 0.3% hits. AID 527;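 active means share of bacteria positive for the green fluorescent reporter and its mean brightness both inhibited by 50% or more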;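 further: 0% = AIP-stimulated control and 100% = unstimulated bacteria without AIP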
QS inhibitor GFP MFI %: recorded beside QS inhibitor, whose call it bears; inhibition, %; measured here: inhibition of GFP MFI
Active calls of the source: *. The list is partial. The share of hits here may be higher or lower than overall.

SMILES	QS inhibitor	QS inhibitor GFP MFI %
Cc1ccc(-c2nc(CS(=O)CC(=O)NCCC(C)C)c(C)o2)cc1 (centres undefined)	45	56
NC(N)=NC(=O)c1nc(Cl)c(N)nc1N	-7	-4
CC(C)NC(=O)C1CCCN(S(C)(=O)=O)C1 (centres undefined)	-4	-7
CC(C)CCn1c(=S)[nH]c2ncccc2c1=O	-4	-9
Cc1ncc(CO)c2c1OC(C)(C)OC2	3	9
Cc1c(C(=O)NCc2cccnc2)oc2ccc(S(=O)(=O)N3CCCCCC3)cc12	-2	-2
Cc1cc(NC(=O)CSc2nc(C3CC3)nc3sc4c(c23)CCC(C)C4)no1 (centres undefined)	0	0
Cc1cccc(-n2ncc3c(Nc4c(C)n(C)n(-c5ccccc5)c4=O)ncnc32)c1	1	9
Cc1cc(C)n2nc(SCc3cc(=O)n4c(C)cccc4n3)nc2n1	-1	-73
CCN(CCCNC(=O)CN1C(=O)COc2ccccc21)c1ccccc1	3	11
O=C(NCCN1CCN(c2ccccc2)CC1)C1CCCN(S(=O)(=O)c2cnc[nH]2)C1 (centres undefined)	-2	-2
c1ccc(-c2nc3ccccc3nc2-c2ccccn2)nc1	-4	-9
Nc1ccccc1S(=O)(=O)c1ccccc1N	0	8
CCN1CCCC1CNC(=O)c1ccc2c(=O)n(CCOC)c(=O)[nH]c2c1 (centres undefined)	-6	-13
CCOC(=O)c1[nH]c(C)c(C(=O)Nc2ccccc2F)c1C	-2	-12
COc1cccc(-c2nnc3sc(C4CCCCC4)nn23)c1	0	-9
COc1cc2c(C(=O)NCc3ccc4c(c3)OCO4)cn(CC(C)C)c(=O)c2cc1OC	-2	-33
CC1Cc2ccccc2N1C(=O)CCN1C(=O)C2C3C=CC(C3)C2C1=O (centres undefined)	6	17
CC(C(=O)O)N1C(=O)CSc2ncccc21 (centres undefined)	5	14
O=C(NCc1ccco1)C(Cc1ccccc1)NS(=O)(=O)c1cccc2nsnc12 (centres undefined)	0	-24

Part of the list above in order of SMILES length, lowest first.
SMILES	QS inhibitor	QS inhibitor GFP MFI %
CCOC(=O)c1[nH]c(C)c(C(=O)Nc2ccccc2F)c1C	-2	-12
Cc1cc(C)n2nc(SCc3cc(=O)n4c(C)cccc4n3)nc2n1	-1	-73
O=C(NCc1ccco1)C(Cc1ccccc1)NS(=O)(=O)c1cccc2nsnc12 (centres undefined)	0	-24
COc1cc2c(C(=O)NCc3ccc4c(c3)OCO4)cn(CC(C)C)c(=O)c2cc1OC	-2	-33

Returning to the listing; the two compounds before the break are reprinted first.
SMILES	QS inhibitor	QS inhibitor GFP MFI %
CC(C(=O)O)N1C(=O)CSc2ncccc21 (centres undefined)	5	14
O=C(NCc1ccco1)C(Cc1ccccc1)NS(=O)(=O)c1cccc2nsnc12 (centres undefined)	0	-24
CCOC(=O)N1CCN(C(=O)CN(Cc2ccccc2)S(=O)(=O)c2ccc(OC)c(C)c2)CC1	0	-8
Cc1ccc(C2=CC(c3ccc(N(C)C)cc3)n3nnnc3N2)cc1 (centres undefined)	-1	-3
COC(=O)N1CC(c2ccccc2)CC1=O (centres undefined)	0	0
Cc1cc(OCC(=O)NCCO)cc(C)c1Cl	-4	-27
O=C(CCNS(=O)(=O)c1ccc2c(c1)CCC(=O)N2)NCc1ccc2c(c1)OCO2	1	31
O=C(C1CCN(S(=O)(=O)c2cccc3cccnc23)CC1)N1CCc2ccccc21	-2	-5
COc1ccc2cc(CN(CCO)C(=O)c3ccccc3F)c(=O)[nH]c2c1	-3	6
O=c1oc(-c2ccco2)nc2ccccc12	-1	2
CCOC(=O)c1cccc(NC(=O)CCn2cccc2)c1	-3	-10
CC1C(=O)C(C)C(c2cccs2)NC1c1cccs1 (centres undefined)	-2	-25
CC(=O)NC(CCS(C)(=O)=O)C(=O)Nc1ccc2c(c1)OCCO2 (centres undefined)	0	-21
COc1nc2c(s1)C(=O)NCCC2	-5	-14
COCCNc1nc(SCC(=O)N2CCN(c3ccccc3)CC2)nc2ccccc12	8	21
CCn1cc(C(=O)O)c(=O)c2cc(F)c(N3CCNCC3)cc21	-13	-15
O=C(CCS(=O)(=O)c1ccc(Br)cc1)N1CCN(Cc2ccccc2)CC1	-5	-47
CC(NC(=O)c1ccccc1NC(=O)c1ccco1)c1ccccc1 (centres undefined)	0	28
CCCS(=O)(=O)N1CCCC(C(=O)NCCc2ccc(Cl)cc2)C1 (centres undefined)	1	9
CC(=O)c1cc(-c2ccc(F)cc2)n(CCC(=O)Nc2cc(C)[nH]n2)c1C	-3	-26
CC(CN1c2ccccc2Sc2ccccc21)N(C)C (centres undefined)	-2	-7
COc1ccc(C(=O)N2CCC(C(=O)NCc3ccccn3)CC2)cc1	1	11
COCCNC(=O)C(c1ccc(C)o1)N(Cc1ccc(F)cc1)C(=O)Cn1nnc2ccccc21 (centres undefined)	1	8
CCOc1ccc2nc(NC(=O)CSc3nnnn3C3CCCCC3)sc2c1	0	-2
COc1ccc2c(-c3cccnc3)cc(=O)[nH]c2c1	-1	-9
COc1ccc(OC)c(C2C(C#N)=C(N)Oc3cc(C)[nH]c(=O)c32)c1 (centres undefined)	0	-7
Cc1ccc2[nH]c3c(c2c1)CCC3=O	2	15
Cc1cc(C)n2c(SCC#N)nnc2n1	3	31
COc1ccc(-c2nnc(SCC#N)o2)cc1	-1	-13
COc1ccc(NC(=O)CSc2nc3ccccc3c(=O)n2CCC(=O)N2CCCCC2)cc1	-2	-9
Cc1ccc(S(=O)(=O)N2CCN(C(=O)CN3CCOCC3)C2C(C)C)cc1 (centres undefined)	0	-4
CC(=O)Nc1cccc(OCC(O)Cn2cnc3ccccc32)c1 (centres undefined)	2	16
CCC(=O)NC(C)C(c1cccs1)N1CCOCC1 (centres undefined)	0	8
Cc1ccnc(SCCn2c(N3CCN(Cc4ccccc4)CC3)nc3c2c(=O)[nH]c(=O)n3C)n1	0	-7
CCCc1nnc(NC(=O)CCCC(=O)O)s1	1	6
Cc1ccc2c(c1)NC(=O)C(CC(=O)NCCCN1CCCC1=O)O2 (centres undefined)	1	-5
COc1cccc(-c2nc(CS(=O)(=O)CC(=O)NCCCN3CCc4ccccc4C3)c(C)o2)c1	-4	-17
Clc1ccc(Cn2cc(/C=N/n3cnnc3)c3ccccc32)cc1	-16	-38
Cc1nnc(SCC(=O)Nc2sc3c(c2C#N)CCCC3)[nH]c1=O	0	-3
COc1ccc(NC(=O)c2ccc(NS(=O)(=O)c3c(C)noc3C)cc2)cc1OC	-1	-16
COc1cccc(NC(=O)CCSc2nnc3scc(-c4ccccc4)n23)c1	-3	-2
CCOc1ccc(C2C=C(c3ccc(F)cc3)Nc3ncnn32)cc1 (centres undefined)	-25	-52

Quoted at random: 5 records from the list.
SMILES	QS inhibitor	QS inhibitor GFP MFI %
Clc1ccc(Cn2cc(/C=N/n3cnnc3)c3ccccc32)cc1	-16	-38
COc1cccc(-c2nc(CS(=O)(=O)CC(=O)NCCCN3CCc4ccccc4C3)c(C)o2)c1	-4	-17
Cc1ccnc(SCCn2c(N3CCN(Cc4ccccc4)CC3)nc3c2c(=O)[nH]c(=O)n3C)n1	0	-7
COc1cccc(NC(=O)CCSc2nnc3scc(-c4ccccc4)n23)c1	-3	-2
CC(=O)Nc1cccc(OCC(O)Cn2cnc3ccccc32)c1 (centres undefined)	2	16

(list continues)
SMILES	QS inhibitor	QS inhibitor GFP MFI %
CC(C)c1ccc(NC(=O)C2CC(=O)N=C(N)S2)cc1 (centres undefined)	-6	-37
N#Cc1nc(COc2cccc(Cl)c2)oc1NCc1ccco1	3	12
COc1ccccc1N1CCN(C(=O)C2C3C=CC4(CN(Cc5ccccc5Cl)C(=O)C24)O3)CC1 (centres undefined)	-3	0
O=C(CCCCCN1C(=O)c2ccccc2C1=O)NCc1ccccn1	2	-13
CC(=O)N1CCN(c2ccc(NC(=O)c3ccc(C(C)(C)C)cc3)cc2)CC1	-3	-26
COc1cc(OC)c(NC2c3ccccc3C(=O)N2c2cc(C)ccn2)cc1Cl (centres undefined)	1	19
CCOC(=O)Cn1nc(-c2ccc(Cl)cc2)ccc1=O	3	18
CCSc1nc2c(c(=O)[nH]1)C(c1ccncc1)C(C(=O)OC(C)C)=C(C)N2 (centres undefined)	-1	8
CCc1nnc(NC(=O)C2Cc3ccccc3C(=O)O2)s1 (centres undefined)	-4	-9
CCOc1ccc(OCC)c(NC(=O)c2[nH]c(C)c(C(C)=O)c2C)c1	-3	1
Cc1cc(=O)n(CC(C)C)c(O)c1C#N	0	2
O=C(Cn1cc2c(n1)CCCC2)Nc1cc(-c2cccc(Cl)c2)no1	9	15
CCC1CCc2c(sc3ncnc(N4CCOCC4)c23)C1 (centres undefined)	1	7
O=C(O)C1CCCN1C(=O)OCc1ccccc1 (centres undefined)	-2	2
COc1ccc(N2CCN(C(=O)c3cc4c(-c5ccc(Cl)cc5)nn(C)c4s3)CC2)cc1	-5	-9
O=C(NCCCN1CCCCC1)c1ccc2c(=O)n(CCc3ccccc3)c(=O)[nH]c2c1	-2	-12
O=C(CC(NS(=O)(=O)c1ccc(Cl)cc1)c1ccco1)NCc1ccco1 (centres undefined)	1	8
O=C(OCn1nnc2ccccc2c1=O)c1cccnc1	-2	-8
C=C(C)COc1ccc(-c2n[nH]c(C)c2-c2ccccc2)c(O)c1	5	6
CCc1ccccc1S(=O)(=O)Cc1ccc(C(=O)NC(C)C)o1	9	15
O=C(CCNC(=O)Cn1cnc2ccccc2c1=O)NCC1COc2ccccc2O1 (centres undefined)	-3	-29
O=C(CSc1ccccc1C(=O)NCCCN1CCCC1=O)NCc1ccco1	-2	-4
COc1ccc(C2C(C#N)=C(N)OC3=C2C(=O)CC(C)C3)c(OC)c1OC (centres undefined)	0	-10
O=C1OCCC1Sc1ncnc2sc3c(c12)CCC3 (centres undefined)	-3	-24
CCC1CCCCN1S(=O)(=O)c1ccc(C(=O)Nc2nnc(-c3ccccc3Cl)o2)cc1 (centres undefined)	-2	-5
CC(=O)OCC(=O)[C@@]1(O)CC[C@H]2[C@@H]3CCC4=CC(=O)CC[C@]4(C)[C@H]3[C@@H](O)C[C@@]21C	-2	-2
Cn1c(SCC(=O)Nc2ccc3c(c2)oc2ccccc23)nnc1-c1ccccc1	0	-7
CC(NC(=O)c1cc(-c2ccc(Br)cc2)on1)c1ccccc1 (centres undefined)	5	14
O=C1CSC(c2cn(-c3ccccc3)nc2-c2ccccc2)N1Cc1ccco1 (centres undefined)	0	-21
Cc1ccc(S(=O)(=O)N2CCN(C(=O)c3ccccc3)C2C(C)C)cc1 (centres undefined)	3	11
CCOCCCNC(=O)C1CCN(S(=O)(=O)N2CCCCC2)CC1	0	-10
Oc1ccccc1-c1nnc(-c2ccc(C(F)(F)F)cc2)o1	-6	-21
COc1cccc(C2C3=C(CCCC3=O)Nc3nc(-c4cc(OC)c(OC)c(OC)c4)nn32)c1 (centres undefined)	15	33
O=C(CSc1nnc(Cn2c(=O)sc3ccccc32)n1-c1ccccc1)N1CCCCCC1	0	8
CC1(C)CC(=O)C2=C(C1)NC(=O)CC2c1cccc(F)c1 (centres undefined)	-3	-11
Cc1cc(=O)n2nc(N3CCCC(C(=O)N4CCN(C)CC4)C3)sc2n1 (centres undefined)	-2	10
O=C(COC(=O)c1cnccn1)Nc1ccc2c(c1)OCO2	0	9
COc1ccc(CCn2c(=S)[nH]c3cc(C(=O)NCc4ccco4)ccc3c2=O)cc1OC	-1	-16
Cn1c(=O)c2cc(S(=O)(=O)NCCC(=O)N3CC=C(c4ccccc4)CC3)ccc2n(C)c1=O	-4	-20
Cc1cc(Cl)cc(C)c1OCC(=O)O	-1	-3
CCn1c(=O)cc(SCC(=O)NCC2CCCO2)c2ccccc21 (centres undefined)	-2	-7
COc1cc(OC)cc(OCC(O)Cn2cnc(-c3ccccc3)c2)c1 (centres undefined)	-1	-15
CCn1c(=O)cc(OCC(=O)N2CCN(C(=O)c3ccco3)CC2)c2ccccc21	-2	-13
CN(C)S(=O)(=O)c1ccc(/C(O)=C2/C(=O)C(=O)N(CCN3CCCCC3)C2c2cccnc2)cc1 (centres undefined)	0	6
Cn1c(CN2CCOCC2)nnc1SCC(=O)NCCc1ccccc1	2	-2
CCCCCCNC(=O)Cc1c(O)c2ccccc2[nH]c1=O	0	4
COCCN(CCOC)Cc1c(C)[nH]c2ccccc2c1=O	0	1
CCC(C)NC(=O)CC1Oc2ccc(Cl)cc2NC1=O (centres undefined)	4	9
CC(C)(C)c1csc(N(CCC#N)CCC#N)n1	0	10
O=C(NCCN1CCOCC1)C1CCC(=O)N1C1CCCCC1 (centres undefined)	-1	18
CCOc1ccc2nc(SCC(=O)Nc3ncccn3)[nH]c2c1	-12	-16
COC(=O)C1(C(F)(F)F)N=C2Sc3ccccc3N2C(N2CCOCC2)=N1 (centres undefined)	0	-5
Cc1ccc(CCP(=O)(O)CN2CCOCC2)cn1	0	20
CC1(C)OC(=O)N(CCc2ccccc2)C1(C)O (centres undefined)	-2	-4
COc1ccc(C(=O)N(c2ccccc2)C2C=CS(=O)(=O)C2)cc1 (centres undefined)	3	14

Screening data deposited in PubChem by NMMLSC.
